Screens from PubChem.
HUVEC tox TNFa = HUVEC cytotoxicity counter-screen, TNF alpha stimulated | HUVEC TNFalpha-stimulated, Hoechst cell count, imaging | cell count reduction, % at 2 µM | 93,000 compounds, 0.17% hits | AID 848;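 active = cell count reduction exceeding the screen mean by over 5 SD, scaled to untreated wells per plate, cut at about 78% in these data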;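 also: cells counted after 24 h of TNF alpha exposure following the 1 h pretreatment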
IL1B cytotox = toxic to HUVEC cells under IL-1B stimulation. HUVEC cell count loss, Hoechst imaging, IL-1B stimulated. cell count reduction, % at 2 µM. 94,000 compounds, 0.41% hits. AID 845;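 active = cell count reduction more than 3 SD above the screen-wide mean, cut at about 70% in these data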;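 also: normalized per plate to untreated control cells as the no-loss baseline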
Calb biofilm kill = kills Candida albicans biofilms. AID 834. inhibition, % at 6 µM. 85,000 compounds, 0.14% hits. C. albicans biofilm + clotrimazole, Alamar Blue;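 active = inhibition above 20%; inactive = inhibition below 20%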;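 also: preformed 24 hr biofilms exposed to compound for 48 hr; 0% = biofilm without compound and 100% = blank killed by clotrimazole plus chlorhexidine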
VCAM1 TNFa inh = reduces TNF alpha induced VCAM1 expression in HUVEC. 95,000 compounds, 0.48% hits. inhibition, % at 2 µM. HUVEC TNFa-induced VCAM-1 immunofluorescence, high-content imaging;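 active = inhibition above the batch mean plus 3 SD, with images confirmed as a hit by eye, cut at about 37% in these data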;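 also: 0% = TNF-stimulated DMSO wells and 100% = unstimulated control wells; not every result past the cut was called active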
CYP2C19 inh = blocks human cytochrome P450 2C19 | P33261 | 96,000 compounds, 21% hits | inhibition, % at 5 µM | CYP2C19 Supersomes, luciferin-H EGE luminescence, 30 min;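 active = CYP2C19 inhibition above a set limit at 5 µM in the primary screen, cut at about 50% in these data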;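 also: plate controls were negative control wells for no effect and 2.5 mM tranylcypromine positive control for full effect; values of inactives mirror those of a sister screen read the other way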
Target sequence (P33261 whole entry, looked up): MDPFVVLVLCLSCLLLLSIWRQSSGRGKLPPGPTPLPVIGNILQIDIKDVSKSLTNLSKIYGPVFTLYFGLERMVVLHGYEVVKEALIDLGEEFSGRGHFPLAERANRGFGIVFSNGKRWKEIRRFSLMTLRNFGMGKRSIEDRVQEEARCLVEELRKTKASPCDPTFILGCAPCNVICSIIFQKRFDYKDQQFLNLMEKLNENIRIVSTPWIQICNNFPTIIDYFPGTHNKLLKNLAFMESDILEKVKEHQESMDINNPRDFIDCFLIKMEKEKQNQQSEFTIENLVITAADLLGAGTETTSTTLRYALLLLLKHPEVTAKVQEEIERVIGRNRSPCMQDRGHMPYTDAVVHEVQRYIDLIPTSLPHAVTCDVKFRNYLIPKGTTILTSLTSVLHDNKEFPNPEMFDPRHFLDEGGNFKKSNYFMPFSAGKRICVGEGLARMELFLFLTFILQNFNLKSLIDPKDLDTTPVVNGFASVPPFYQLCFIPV
hDAT+cocaine = modulates human dopamine transporter uptake under cocaine; B-score at 10 µM; 110,000 compounds, 1.3% hits; Q01959; LLC-PK1 hDAT cells, [14C]-dopamine uptake with cocaine IC80; actives deviate in either direction;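 active = Z score or B-score, a plate-position-corrected score, falls beyond the plate's 99.7% confidence bounds, in either direction; inactive = both scores lie inside the 99.7% bounds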;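 also: scored against the spread of the other compound wells on the same plate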
CYP2C9 activ = increases human cytochrome P450 2C9 activity; P11712; recombinant CYP2C9, luciferin-H conversion, luminescence; active compounds read high; factor 1 = untreated enzyme, 0 = blocked; activation factor at 5 µM; 96,000 compounds, 1.4% hits; AID 1024;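 active = activation factor of 2 or more for CYP2C9 at a 5 µM dose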;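 also: 0 = sulfaphenazole-blocked wells and 1 = vehicle-only wells; values of inactives mirror those of a sister screen read the other way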
Target sequence (P11712 whole entry, looked up): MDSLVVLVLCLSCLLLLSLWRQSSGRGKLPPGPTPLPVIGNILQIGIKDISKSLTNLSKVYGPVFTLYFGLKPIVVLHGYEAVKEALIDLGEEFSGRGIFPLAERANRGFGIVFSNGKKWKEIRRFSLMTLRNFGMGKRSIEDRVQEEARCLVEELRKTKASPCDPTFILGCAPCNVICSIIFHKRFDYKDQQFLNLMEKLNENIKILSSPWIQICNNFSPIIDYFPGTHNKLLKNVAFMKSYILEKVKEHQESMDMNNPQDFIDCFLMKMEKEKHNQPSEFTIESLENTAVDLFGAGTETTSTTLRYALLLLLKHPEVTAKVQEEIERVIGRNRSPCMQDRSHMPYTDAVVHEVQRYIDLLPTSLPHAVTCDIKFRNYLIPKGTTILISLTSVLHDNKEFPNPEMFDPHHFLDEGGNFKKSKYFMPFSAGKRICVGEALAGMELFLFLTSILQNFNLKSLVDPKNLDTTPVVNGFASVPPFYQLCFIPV
CYP2C19 act = cytochrome P450 2C19 (human) activation. 96,000 tested, under 10 active. recombinant CYP2C19, luciferin-H EGE luminescence; active compounds read high; 0 = fully inhibited enzyme, 1 = untreated enzyme. P33261. AID 1025. activation factor at 5 µM;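 active = activation factor of at least 2 at 5 µM in the primary screen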;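 also: 0 = wells with 2.5 mM tranylcypromine and 1 = vehicle-only wells; values of inactives mirror those of a sister screen read the other way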
CYP2C9 inh = blocks human cytochrome P450 2C9; P11712; CYP2C9 Supersomes, luciferin-H conversion, luminescence; inhibition, % at 5 µM; 96,000 compounds, 20% hits; AID 777;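 active = blocking of liver enzyme CYP2C9 beyond about 50% at 5 µM, limit read from the data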; also: values of inactives mirror those of a sister screen read the other way
* hit, by the source's call; . = not tested or not shown.

#1 N#Cc1c(N)nc(SCC(=O)C23CC4CC(CC(C4)C2)C3)c(C#N)c1-c1ccc(Cl)cc1
#2 COCCNC(=O)c1ccc2c(c1)NC(=O)CS2
#3 CCOc1ccc(/C=N/NC(=O)Cc2csc(Nc3cccc(C(F)(F)F)c3)n2)cc1
#4 c1ccc(OCCCc2nc(-c3ccccn3)no2)cc1
#5 O=C(c1ccncc1)N1CCN(C(=O)c2ccco2)CC1
#6 COc1ccccc1-c1cc(C(F)(F)F)nc(S(=O)(=O)CCCC(=O)N2CCCCC2C)n1 (stereo unspecified)
#7 O=C(NC1CCCC1)C(c1ccncc1)N(Cc1ccccc1)C(=O)Cc1cccs1 (stereo unspecified)
#8 CCc1ccc(OCC(=O)N(C)CCC#N)c(Br)c1

assay / entry	1	2	3	4	5	6	7	8
HUVEC tox TNFa	-14	0	-17	-12	-24	-15	-11	0
IL1B cytotox	27	-15	7	-13	-24	-34	6	-3
Calb biofilm kill	5	13	.	5	2	.	.	5
VCAM1 TNFa inh	-4	8	4	0	8	71*	18	14
CYP2C19 inh	-3	-13	8	80*	27	33	61*	10
hDAT+cocaine	0.72	-1.1	1	1.7	-0.71	0.78	-0.79	0.63
CYP2C9 activ	1	1	0.8	0.7	0.9	1	0.6	1.2
CYP2C19 act	1	1.1	0.9	0.2	0.7	0.7	0.4	0.9
CYP2C9 inh	-1	0	23	33	8	-1	39	-15

#9 CCOc1ccccc1N1CCN(C(=O)c2cccc(-c3ccc(O)cc3)c2)CC1
#10 O=C(CCC(=O)Nc1ccccc1)NNC(=O)c1cccs1
#11 N=c1c2c(-c3ccccc3)c(-c3ccccc3)n(Cc3ccccc3)c2ncn1CCCn1ccnc1
#12 Cc1ccc(F)c(NC(=O)CCc2ccccc2)c1
#13 COC(=O)CSc1ccc2nnc(-c3ccc(OC)c(OC)c3)n2n1
#14 O=C(Cn1cnc2c(cnn2-c2ccccc2)c1=O)NCCc1ccccc1
#15 CCCc1nc2oc3c(NCCN4CCOCC4)ncnc3c2c2c1CCCC2
#16 COC(=O)CSc1cc(C)nc(NC(C)=O)n1

assay / entry	9	10	11	12	13	14	15	16
HUVEC tox TNFa	-1	-2	14	2	-5	13	.	-16
IL1B cytotox	-7	3	2	-8	38	-18	.	-16
Calb biofilm kill	7	.	-3	3	.	-1	1	3
VCAM1 TNFa inh	44*	10	73*	-19	8	11	.	12
CYP2C19 inh	74*	-3	82*	65*	-19	.	15	-11
hDAT+cocaine	.	0.43	1.7	0.094	0.83	1.6	-0.98	-0.17
CYP2C9 activ	0.1	1	0.4	1.2	0.8	.	0.8	1.1
CYP2C19 act	0.3	1	0.2	0.3	1.2	.	0.9	1.1
CYP2C9 inh	87*	-2	58*	-16	18	.	20	-12

#17 CCOC(=O)C1=C(C)NC(=O)CC1c1cc2c(cc1Br)OCO2 (stereo unspecified)
#18 CC1(C)NC(=O)N(CC(O)COc2cc3ccccc3cc2C(=O)N2CCCCC2)C1=O (stereo unspecified)
#19 COc1ccc(S(=O)(=O)N2CCCC(C(=O)Nc3cccc(C(C)=O)c3)C2)cc1 (stereo unspecified)
#20 COc1cccc(C2CC(c3c(-c4ccccc4)c4cc(Cl)ccc4[nH]c3=O)=NN2S(C)(=O)=O)c1OC (stereo unspecified)
#21 CCc1ccc(OCC(O)CNC(C)(C)C)cc1 (stereo unspecified)
#22 CCOC(=O)c1c(NC(=O)CN(C)C)sc(C(=O)N(CC)CC)c1C
#23 O=C(NCc1cccc(Cl)c1)c1ccc2c(c1)OCO2
#24 Cc1noc(C)c1CSc1nnc(-c2ccccc2F)n1CCc1ccccc1

assay / entry	17	18	19	20	21	22	23	24
HUVEC tox TNFa	.	-12	-11	-8	13	-5	6	-10
IL1B cytotox	.	-12	-20	-7	11	13	-36	2
Calb biofilm kill	12	7	7	1	-1	5	7	5
VCAM1 TNFa inh	.	23	-4	-4	0	16	22	34
CYP2C19 inh	99*	.	41	24	-11	30	50*	39
hDAT+cocaine	-0.11	-1.1	1.9*	1.6	0.51	0.12	0.64	0.18
CYP2C9 activ	0.1	.	0.7	0.5	1.1	0.6	0.9	0.8
CYP2C19 act	0	.	0.6	0.8	1.1	0.7	0.5	0.6
CYP2C9 inh	90*	.	31	51*	-6	38	9	23

#25 Cc1cc(C)n(CC(=O)n2c3c(c4ccccc42)CCCC3)n1
#26 CC1CCCCN1C(=O)Cn1cc(/C=C2/C(=O)Nc3ccccc32)c2ccccc21 (stereo unspecified)
#27 COc1ccc(-n2nnc3c(SCC(=O)OCc4ccccc4)ncnc32)cc1
#28 CCOC(=O)c1c(C)n(C)c2ccc(OCC(O)CN3CCN(C)CC3)cc12 (stereo unspecified)
#29 CCN(c1ccc(C)c(C)c1)S(=O)(=O)c1c(C)[nH]c(=O)[nH]c1=O
#30 CCOC(=O)c1cc2cc3ccccc3cc2[nH]1
#31 Cc1ccccc1C(=O)NCc1nnc(SCC(=O)N2c3ccccc3Sc3ccccc32)n1C
#32 Cc1ccc(C(c2nnnn2CS(=O)(=O)c2ccc(C)cc2)N2CCC(C)CC2)cc1 (stereo unspecified)

assay / entry	25	26	27	28	29	30	31	32
HUVEC tox TNFa	.	-18	1	.	-17	-49	-32	-9
IL1B cytotox	.	-33	-14	.	-36	3	-14	-9
Calb biofilm kill	.	10	2	9	5	1	1	7
VCAM1 TNFa inh	.	30	5	.	5	-25	10	5
CYP2C19 inh	-6	37	-4	19	6	.	23	4
hDAT+cocaine	-0.96	2.3	0.014	-0.074	-0.045	-1.1	-0.012	-0.017
CYP2C9 activ	1.1	0.4	1	0.9	1.3	.	1	1.2
CYP2C19 act	1.1	0.6	1	0.8	0.9	.	0.8	1
CYP2C9 inh	-7	58*	1	8	-25	.	-3	-19

#33 COc1cnc(SCc2ccc(Cl)cc2)nc1Cl
#34 CCOC(=O)N1CCC(NC(=O)C(CC(C)C)NC(=O)C2CCC(C)CC2)CC1 (stereo unspecified)
#35 O=C(NC(Cc1ccccc1)C(=O)N1CCCC1C(=O)O)c1ccccc1 (stereo unspecified)
#36 COc1ccc(OCc2cccc(C(=O)Nn3cc([N+](=O)[O-])cn3)c2)cc1
#37 COC(=O)c1cn(N(C)c2ncc(C(F)(F)F)cc2Cl)c(=O)c2ccccc12
#38 Cc1ccc2[nH]cc(C(=O)CN3CCN(c4ccccn4)CC3)c2c1
#39 CC(=O)c1c(C(C)=O)c(C)n(-c2nc(-c3ccc(Br)cc3)c(C)s2)c1C
#40 COc1ccc(-c2nn(-c3ccccc3)cc2/C=N/N2C(=O)CSC2=S)cc1

assay / entry	33	34	35	36	37	38	39	40
HUVEC tox TNFa	.	-16	-48	-7	-43	16	1	-15
IL1B cytotox	.	-4	-8	-1	14	9	4	-11
Calb biofilm kill	.	-1	7	5	3	0	-3	9
VCAM1 TNFa inh	.	-1	7	-2	-4	0	-6	7
CYP2C19 inh	43	38	-4	.	98*	87*	7	8
hDAT+cocaine	0.8	.	0.14	-0.45	0.0075	0.087	0.32	-0.12
CYP2C9 activ	0.9	1	1.1	.	0	0.2	1	0.7
CYP2C19 act	0.6	0.6	1	.	0	0.1	0.9	0.9
CYP2C9 inh	6	3	-6	.	100*	84*	-2	30

#41 CCCC(=O)Nc1nc2ccc(C(=O)OCC)cc2s1
#42 CC1Cc2ccccc2N1C(=O)Cn1nc(C(=O)O)c2ccccc2c1=O (stereo unspecified)
#43 CCn1c(COc2ccccc2C)nnc1SCC(=O)NC1CCCC1
#44 Cc1cc(NC(=O)CCC(=O)N(CC(=O)NC2CCCC2)Cc2ccc(F)cc2)no1
#45 Cn1cccc1C(=O)NC(=O)COC(=O)CNS(=O)(=O)c1ccc(Br)cc1
#46 CCc1[nH]nc2c1C1(CCN(C(=O)OCc3ccccc3)CC1)C(C#N)=C(N)O2
#47 COc1ccc(CNC(=O)c2c(C)nc3ccccn23)cc1
#48 COC(=O)c1cn(NC(=O)C2CCC(C)CC2)c(=O)c2ccccc12 (stereo unspecified)

assay / entry	41	42	43	44	45	46	47	48
HUVEC tox TNFa	-39	1	-45	-6	-43	1	-10	2
IL1B cytotox	-9	-6	-24	5	-3	9	-15	-17
Calb biofilm kill	4	.	4	11	-3	5	9	.
VCAM1 TNFa inh	17	39	6	13	2	-4	-2	28
CYP2C19 inh	5	-4	27	12	31	.	.	26
hDAT+cocaine	0.65	1.1	2	-0.72	-1.3	0.43	-0.55	-0.17
CYP2C9 activ	0.8	1	1	0.8	1.1	.	.	1.2
CYP2C19 act	0.9	1	0.7	0.9	0.7	.	.	0.7
CYP2C9 inh	15	1	-5	19	-8	.	.	-22

Given with tabs: part of the list above
#	SMILES	HUVEC tox TNFa	IL1B cytotox	Calb biofilm kill	VCAM1 TNFa inh	CYP2C19 inh	hDAT+cocaine	CYP2C9 activ	CYP2C19 act	CYP2C9 inh
44	Cc1cc(NC(=O)CCC(=O)N(CC(=O)NC2CCCC2)Cc2ccc(F)cc2)no1	-6	5	11	13	12	-0.72	0.8	0.9	19
45	Cn1cccc1C(=O)NC(=O)COC(=O)CNS(=O)(=O)c1ccc(Br)cc1	-43	-3	-3	2	31	-1.3	1.1	0.7	-8
46	CCc1[nH]nc2c1C1(CCN(C(=O)OCc3ccccc3)CC1)C(C#N)=C(N)O2	1	9	5	-4	.	0.43	.	.	.

(continued)
#49 Fc1ccc(NCc2cccnc2)cc1F
#50 O=c1[nH]c2ccc(Cl)cc2c(-c2ccccc2)c1CN1CCOCC1
#51 CC1CCN(C(=O)Cn2cc(C(=O)c3ccco3)c3ccccc32)CC1
#52 O=C(NCC1CCCO1)c1cc2n(n1)C(C(F)(F)F)CC(c1ccc(Br)cc1)N2 (stereo unspecified)
#53 CCOc1ccc(-c2nnn(CC#N)n2)cc1OC
#54 Cc1cc(C)n(-c2ncc(-c3ccccc3)nn2)n1
#55 Cc1ccc(NC=C(S(=O)(=O)c2ccccc2)S(=O)(=O)c2ccccc2)c(C)c1

assay / entry	49	50	51	52	53	54	55
HUVEC tox TNFa	-16	-5	-20	18	8	2	-46
IL1B cytotox	.	-3	18	-16	12	-24	-4
Calb biofilm kill	4	8	.	5	3	8	.
VCAM1 TNFa inh	-12	-1	-25	-1	8	-7	-5
CYP2C19 inh	39	0	17	8	.	12	6
hDAT+cocaine	-0.81	-0.94	0.02	0.17	-0.5	0.67	-0.27
CYP2C9 activ	0.8	1.1	0.7	0.8	.	1.2	0.8
CYP2C19 act	0.6	1	0.8	0.9	.	0.9	0.9
CYP2C9 inh	17	-6	28	16	.	-15	19

Compounds were not picked by outcome, and some 29% of all compounds hit somewhere here.
